GlmU inhibition – inhibition of mycobacterial GlmU enzyme – biochemical, glucosamine-1-phosphate acetyltransferase (AID 1376); M. tuberculosis GlmU acetyltransferase enzyme assay; higher % means a stronger effect; inhibition, %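 (tested at 30 µM in the primary screen)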, or IC50 in µM where a hit was titrated; 220,000 tested, 0.25% active; in the data active = inhibition above about 13%;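 also: 0% = complete reaction with vehicle and 100% = reaction without substrate; strong numbers were not always called active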
RmlCD inh 1536 – M. tuberculosis RmlC/RmlD inhibition; P9WH09+P9WH11; RmlC+RmlD coupled enzyme assay, percent inhibition; primary screen in compound mixtures; inhibition, % at 3.6 µM; 160,000 tested, 0.03% active; in the data active = inhibition mostly above about 34%, no sharp cut-off; also: some results filed as inactive read as strong as hits
Target sequence (P9WH09 whole entry, looked up): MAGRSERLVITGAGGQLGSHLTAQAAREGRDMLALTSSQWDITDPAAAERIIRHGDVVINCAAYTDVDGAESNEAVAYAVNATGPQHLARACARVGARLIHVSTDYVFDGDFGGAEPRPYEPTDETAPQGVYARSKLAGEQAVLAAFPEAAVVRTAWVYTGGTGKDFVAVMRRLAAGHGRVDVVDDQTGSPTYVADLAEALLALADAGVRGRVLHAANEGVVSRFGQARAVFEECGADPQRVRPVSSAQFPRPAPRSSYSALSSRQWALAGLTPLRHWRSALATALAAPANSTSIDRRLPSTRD
Target sequence (P9WH11 whole entry, looked up): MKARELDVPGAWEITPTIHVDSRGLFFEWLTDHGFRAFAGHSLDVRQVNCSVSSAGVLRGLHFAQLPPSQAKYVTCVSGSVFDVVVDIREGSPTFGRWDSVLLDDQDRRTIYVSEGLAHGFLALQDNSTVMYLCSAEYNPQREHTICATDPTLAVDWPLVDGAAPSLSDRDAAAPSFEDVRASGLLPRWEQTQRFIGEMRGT
Numbers without * were called inactive; x = no result given. The list is partial. The share of hits here may be higher or lower than overall.

Each structure is followed by: GlmU inhibition | RmlCD inh 1536
CCOC(=O)COc1ccc(S(=O)(=O)N2CCN(c3ccccc3)CC2)cc1
→ 11.4% | -12.1
Cc1c(-c2ccc(F)cc2)[n+](=O)c2c(n1[O-])CCCCC2
→ 6.5% | -7.4
COc1ccc(S(=O)(=O)N2CCCCC2)cc1NC(=S)Nc1cccc(Cl)c1C
→ 3.5% | -5.9
CC1CCC(C(C)C)C(OC(=O)CSc2nnc(N)s2)C1 (stereo not drawn)
→ 3.3% | x
COc1ccc(/C=C\c2cc(OC)c(OC)cc2CC[N+](C)(C)C)cc1OC
→ -3.1% | 1.6
ONC(=Nc1cccc(C(F)(F)F)c1)c1cccnc1
→ -0.1% | -7.6
O=C(NCN1C(=O)C2C3C=CC(C3)C2C1=O)Nc1nncs1 (stereo not drawn)
→ -0.3% | -5.3
COc1cc2[nH]c(=O)n(CCC(=O)N3CC=C(c4ccccc4)CC3)c(=O)c2cc1OC
→ 1.5% | -6.2
CCC(=O)N(c1ccc(C(=O)O)cc1)c1nc(-c2ccc(OC)cc2)c(C)s1
→ 2.8% | -6.7
CSc1nc(C)c(C(=O)C[n+]2ccccc2)cc1C#N
→ x | 2.3
Cc1ccc(NC(=O)CN(C)C(=O)CCOc2ccccc2C)cc1
→ -4.0% | 9.7
COc1ccc(CCN2CC(C(=O)NCCc3ccccc3)CC2=O)cc1OC (stereo not drawn)
→ 1.0% | 8.1
COc1ccc([N+](=O)[O-])cc1NC(=O)c1ccccc1SC
→ 0.9% | -8.5
COc1ccc2nc(SC(C(=O)c3ccccc3)c3ccccc3)nc(C)c2c1 (stereo not drawn)
→ 7.7% | 3.5
COc1cc(OC)cc(C(=O)N2CCN(S(C)(=O)=O)CC2)c1
→ -2.8% | 6.8
O=C(N/N=C/c1ccccn1)C(O)c1ccccc1 (stereo not drawn)
→ 2.2% | 9.1
COc1ccc(C2=NN(C(=O)CSc3nc4ncc(Cl)cc4[nH]3)C(c3ccco3)C2)cc1 (stereo not drawn)
→ -2.9% | 59.1
COc1cccc(NC(=O)N2CCCc3ccccc32)c1
→ -0.6% | -2.9
COc1cccc(OCCNC(=O)c2cccc(OC)c2)c1
→ -0.3% | x
Cc1ccccc1-n1nnnc1SC1CCOC1=O (stereo not drawn)
→ 6.0% | -8.1
N=c1n(CCN2CCCCC2)c2ccccc2n1CC(O)COc1ccccc1 (stereo not drawn)
→ -3.8% | x
O=C(NNC1CC(=O)N(c2ccccc2)C1=O)c1cccnc1 (stereo not drawn)
→ -4.5% | 9.7
COc1ccc(C(=O)c2ccccc2Cl)cc1
→ 0.5% | -3.1
CC(C)c1ncc(S(=O)(=O)c2ccc(C(F)(F)F)cn2)c(N)n1
→ 3.6% | 3.8
Cc1nc(-c2ccccc2)ccc1C(=O)O
→ 0.5% | 15.6
COCCNC(=O)C(=O)Nc1ccc(Br)cc1
→ -3.7% | x
CCCc1nc(N2CCN(C)CC2)c2sc(=S)n(-c3ccccc3)c2n1
→ 0.8% | x
Cn1cnc2c(sc3nc(N4CCOCC4)c4c(c32)CC(C)(C)OC4)c1=O
→ 9.4% | x
Cc1ccc(CN2CCN(CC(=O)O)C2=O)cc1
→ 1.2% | 3.7
COc1ccccc1NC(=O)O/N=C(\N)c1ccccc1
→ -0.2% | x
O=C(CCCC(=O)N(c1ccc2c(c1)OCCO2)C(C(=O)NC1CCCCC1)c1ccc(F)cc1)Nc1ccccn1 (stereo not drawn)
→ 3.8% | 2.4
CCOc1ncccc1C(=O)NCc1ccc(C)cc1
→ 1.3% | 4.4
COCCn1nnnc1SCC(=O)c1ccc(F)cc1
→ 5.2% | 8.8
Nc1ccnn1C1CCNCC1
→ -6.0% | x
O=C(CN(c1cccc([N+](=O)[O-])c1)S(=O)(=O)c1ccccc1)N(Cc1ccccc1)Cc1ccccc1
→ -4.7% | 5.9
O=C(NN1C(=O)C2C3C=CC(O3)C2C1=O)c1cccc(O)c1 (stereo not drawn)
→ -0.4% | -13.0
COc1ccc2ccccc2c1/C=N/NC(=O)c1sc(N)c(C#N)c1C
→ -2.8% | x
N=c1c2c(ncn1CCCO)Oc1ccc3ccccc3c1C2c1ccccc1 (stereo not drawn)
→ -7.7% | 17.2
CC1CC(C)CN(CCCNC(=O)c2cn(C)c3ccc(S(=O)(=O)N4CCCC4)cc3c2=O)C1 (stereo not drawn)
→ 3.7% | 13.6
CN=C(Nc1ccc2c(c1)OCO2)SC1CC(=O)N(c2ccccc2)C1=O (stereo not drawn)
→ -1.4% | -8.5
CN(C)CCCN(C(=O)c1sc2ccccc2c1Cl)c1nc2ccc(F)cc2s1
→ -0.9% | 5.3
CCOC(=O)c1nsnc1NCCCl
→ 7.9% | 1.0
CCOC(=O)C(NCc1ccc(OC)cc1)(NC(C)=O)C(F)(F)F (stereo not drawn)
→ 2.5% | x
O=C(NCCCN1CCN(Cc2ccccc2)CC1)C1CCN(S(=O)(=O)N2CCC3(CC2)OCCO3)CC1
→ 1.0% | 6.3
COc1ccc(-c2ccc3c(N)c(C(=O)NC(C)C)sc3n2)cc1OC
→ 3.6% | 20.6
COC(=O)c1ccc2c(=O)[nH]c(CCl)nc2c1
→ 1.4% | 1.8
CO/N=C(/CNC(=O)c1ccccc1Cl)c1ccc(Cl)cc1
→ x | -4.5
COc1ccccc1CC(NC(C)=O)C(=O)N1CCN(C(=O)c2cccs2)CC1 (stereo not drawn)
→ 2.8% | x
Cc1ccc(S(=O)(=O)N2CCOCC2)cc1NC(=O)COC(=O)c1ccc2c(c1)OCCO2
→ -5.5% | 6.3
CCOC(=O)Nc1sc(C(=O)N(CC)CC)c(C)c1C(=O)OCC
→ 4.2% | 7.6
COc1ccc(CNC(=O)Cn2ncn3c(cc4ccccc43)c2=O)cc1
→ -1.3% | 37.3
Cc1ccc2c(c1)nnn2C1CCN(S(=O)(=O)c2cccc(S(=O)(=O)N(C)C)c2)CC1
→ 12.0% | 5.8
O=C(Cc1ccccc1)N1CCN(c2ncccn2)CC1
→ 5.0% | 7.3
Cc1ccc(OCC(=O)Nc2oc(-c3ccccc3)c(-c3ccccc3)c2C#N)cc1
→ 0.7% | x
COc1ccc(C2Nc3ccccc3C(=O)N2c2ccc(C)cc2)cc1Cn1nc(C)c([N+](=O)[O-])c1C (stereo not drawn)
→ -1.4% | 4.7
CCN1CCCC1CNC(=O)Cn1cc2c(n1)CCC(C)C2 (stereo not drawn)
→ 1.2% | x
O=C(O)c1ccc2nc(CO)[nH]c2c1
→ 0.9% | -4.1
N/C(=N\OC(=O)c1ccco1)c1cccc(Br)c1
→ 2.4% | x
O=C(c1cc2n(n1)C(C(F)(F)F)CC(c1ccco1)N2)N1CCc2ccccc2C1 (stereo not drawn)
→ -3.2% | x
CC(=O)c1cccc(NC(=O)/C(=C\c2cccnc2)NC(=O)c2ccco2)c1
→ -4.4% | -3.3

Entries of single compounds, looked up by structure. Order of screens: GlmU inhibition | RmlCD inh 1536
Shown for `CN(C)CCCN(C(=O)c1sc2ccccc2c1Cl)c1nc2ccc(F)cc2s1` → -0.9% | 5.3
Shown for `N=c1n(CCN2CCCCC2)c2ccccc2n1CC(O)COc1ccccc1` (stereo not drawn) → -3.8% | x
Shown for `COc1ccc([N+](=O)[O-])cc1NC(=O)c1ccccc1SC` → 0.9% | -8.5
Shown for `Cc1c(-c2ccc(F)cc2)[n+](=O)c2c(n1[O-])CCCCC2` → 6.5% | -7.4

(listing goes on)
Each structure is followed by: GlmU inhibition | RmlCD inh 1536
Cc1ccc(-c2nnc(CCC(=O)NCc3csc(C)n3)o2)s1
→ 1.9% | 9.6
CC1=CC(C)(C)[N+](C)(C)c2ccc(C)cc21
→ -1.1% | -13.9
CC(C)CCNC(=O)NC(=O)COC(=O)/C=C/c1cc(Br)ccc1F
→ -4.6% | -7.6
Cc1cc(O)c(C(C)C)cc1NC(=O)c1cccc(Cl)c1
→ 1.5% | x
CC(Nc1cc(N2CCN(S(=O)(=O)N(C)C)CC2)ccc1[N+](=O)[O-])c1ccccc1 (stereo not drawn)
→ -2.1% | 6.4
COc1ccc(CNC(C)C2COc3ccccc3O2)c(OC)c1 (stereo not drawn)
→ -3.6% | -4.3
Cc1cc(C)n(CC(=O)N2CCCC(C(=O)c3cccc(OC(C)C)c3)C2)n1 (stereo not drawn)
→ -0.6% | x
CCCc1c(-c2ccc(O)cc2)nn(-c2ccc(O)cc2)c1-c1ccc(O)cc1
→ 5.0% | x
COc1ccccc1NC(=O)CSc1nc2ccccc2n1C(C)=O
→ -2.2% | x
Cc1ccc(-n2c(N)c(C#N)c(-c3ccccc3)c(C#N)c2=O)cc1
→ 0.7% | -8.9
O=C(COc1ncnc2ccc(Br)cc12)N1CCOCC1
→ 0.5% | x
CN1CCN(C(=O)c2ccc(CSc3ccc(Cl)cc3)cc2)CC1
→ -1.2% | -7.2
O=C(CCc1ccccc1)Nc1ccccc1
→ 5.0% | -12.2
CC1(C(=O)N/N=C/c2ccc([N+](=O)[O-])o2)CC1(Br)Br (stereo not drawn)
→ -5.5% | -13.8
Cc1ccc2[nH]c3c(=O)n(Cc4ccccn4)cnc3c2c1
→ 5.1% | 7.6
O=C(Nc1ccc(Oc2cccnc2)cc1)c1ccc([N+](=O)[O-])cc1
→ 1.6% | -2.2
CCN(CC)S(=O)(=O)c1ccc(C)c(N=C=S)c1
→ 3.3% | 0.5
CC(C)NC(=S)N1CCn2c(nc3ccccc32)C1
→ 10.8% | -10.1
Cc1nnc(SC2CC(=O)N(c3ccccc3)C2=O)s1 (stereo not drawn)
→ -1.9% | x
CC(C)C(=O)Nc1ccc(N2CCN(S(C)(=O)=O)CC2)cc1
→ 2.2% | x
Cc1ccc(NC(=O)C(C)N2C(=O)c3ccccc3C2=O)cc1S(=O)(=O)N1CCOCC1 (stereo not drawn)
→ -3.0% | 11.0
CCOc1ccccc1NC(=O)Nc1ccc(Br)cn1
→ 1.1% | -20.5
CCOc1ccc(N2CC(C(=O)NCCN3C(=O)S/C(=C\c4cccnc4)C3=O)CC2=O)cc1 (stereo not drawn)
→ 2.2% | 65.8
O=C(O)c1cc2ccccc2c2cc(Br)ccc12
→ 4.6% | -9.7
O=C1CN(C(=O)/C=C/c2ccco2)c2ccccc2N1
→ -0.5% | -5.4
Cc1csc(=NC(=O)c2ccccc2)n1CCO
→ -5.1% | 10.2
Cc1nn(C)c(Oc2ccc(Cl)cc2)c1C(=O)Nc1ccc(F)cc1F
→ 4.8% | x
CC1CCCC(NC(=O)COC(=O)CCSc2ccccc2)C1C (stereo not drawn)
→ 7.5% | 11.0
CCCCN(CCCNC(=O)C1CCN(S(=O)(=O)N2CCOCC2)CC1)Cc1ccccc1
→ 0.7% | 6.2
CCOc1c2ccc(C(=O)N[C@H](C)C3CCCCC3)cc2nn1CCOC
→ -1.7% | x

2 entries from above, reformatted:
Cc1ccc2[nH]c3c(=O)n(Cc4ccccn4)cnc3c2c1
  GlmU inhibition = 5.1% | RmlCD inh 1536 = 7.6
CC1=CC(C)(C)[N+](C)(C)c2ccc(C)cc21
  GlmU inhibition = -1.1% | RmlCD inh 1536 = -13.9

Remaining list, next part.
Each structure is followed by: GlmU inhibition | RmlCD inh 1536
CC(C)N1CCN(Cc2ccccc2C(F)(F)F)CC1CCO (stereo not drawn)
→ -0.8% | 15.7
COC(=O)c1nc(N)sc1-c1ccc(Cl)c(Cl)c1
→ 2.9% | 5.1
CC(=O)N1C(=S)NC(=O)/C1=C1/C(=O)N(CC(=O)Nc2cccc(C)c2)c2ccccc21
→ 7.0% | 12.1
O=C(Cn1cncn1)N/N=C/c1ccccc1O
→ -4.3% | -1.7
O=C(OCC(=O)N1CCCCCC1)c1ccc([N+](=O)[O-])cc1Cl
→ 8.1% | -7.5
CCN(CC)c1cc2nc(C)n(Cc3ccccc3)c(=O)c2cc1NC(=O)C1CC1
→ 1.9% | x
CN(C(=O)c1cccc(C#N)c1)c1nnc(-c2cnccn2)s1
→ -1.7% | x
Cc1ccc(C)c(OCC(O)CN2CCC(CN3C(=O)c4cccc5cccc(c45)C3=O)CC2)c1 (stereo not drawn)
→ -7.3% | 3.3
CCOc1ccc(N(CC(=O)O)S(=O)(=O)c2ccc(F)cc2)cc1
→ 4.5% | x
Cc1ccc(-c2ccc(/C=C3\C(=O)ON=C3c3ccccc3)o2)c([N+](=O)[O-])c1
→ 8.3% | -7.5
COc1ccc(CSc2nnnn2C)cc1F
→ 8.9% | 57.1
O=C(O)Cc1cc(I)c(Oc2ccc(O)c(I)c2)c(I)c1
→ 4.2% | x
Cc1ccc(C)c(N2C(=O)CN=C2Nc2ccccc2Cl)c1
→ 1.8% | x
COc1ccc(/C=N\NS(=O)(=O)c2ccc(C)cc2)cc1COc1ccccc1[N+](=O)[O-]
→ 0.3% | x
CCCCn1c(N)c(C(=O)NCc2cccs2)c2nc3ccccc3nc21
→ -2.2% | 81.9
Cc1ccc(CNC(=O)C2CC(c3ccccc3C(F)(F)F)=NO2)o1 (stereo not drawn)
→ 0.0% | x
O=c1c2ccccc2nc(Cc2ccccc2)n1-c1cccc(O)c1
→ -4.8% | x
O=c1[nH]c(=S)n(-c2ccccc2)c(O)c1/C=N/N1CCOCC1
→ 0.1% | x
Cc1ccc(Nc2nnns2)cc1
→ -2.3% | x
Clc1ccc2c(c1)C(c1ccccc1Cl)=NCc1nnc(N3CCN(CCOc4ccccc4)CC3)n1-2
→ 1.3% | -11.5
O=C(Nc1ccccc1)C1=C[C@H](c2csc3ccccc23)C[C@H](OCc2ccc(CO)cc2)O1
→ 1.6% | x
CCOC1(OCC)C(c2ccc(Cl)cc2)C(C#N)(C#N)C1(OCC)OCC (stereo not drawn)
→ x | 3.1

Source: PubChem (several laboratories)
